Artemis endo inh: Artemis endonuclease inhibitors, primary screen, biochemical, fluorescence intensity, FAM/BHQ-1 hairpin substrate; recombinant Artemis, quenched FAM hairpin cleavage fluorescence; 0.78% of 30,000 active; inhibition, % at 10 µM; AID 686954, 2013;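 active = at 10 µM dose, at least 30% inhibition, measured as corrected fluorescence normalized to stimulator and neutral control wells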
Target sequence (Q96SD1 whole entry, looked up): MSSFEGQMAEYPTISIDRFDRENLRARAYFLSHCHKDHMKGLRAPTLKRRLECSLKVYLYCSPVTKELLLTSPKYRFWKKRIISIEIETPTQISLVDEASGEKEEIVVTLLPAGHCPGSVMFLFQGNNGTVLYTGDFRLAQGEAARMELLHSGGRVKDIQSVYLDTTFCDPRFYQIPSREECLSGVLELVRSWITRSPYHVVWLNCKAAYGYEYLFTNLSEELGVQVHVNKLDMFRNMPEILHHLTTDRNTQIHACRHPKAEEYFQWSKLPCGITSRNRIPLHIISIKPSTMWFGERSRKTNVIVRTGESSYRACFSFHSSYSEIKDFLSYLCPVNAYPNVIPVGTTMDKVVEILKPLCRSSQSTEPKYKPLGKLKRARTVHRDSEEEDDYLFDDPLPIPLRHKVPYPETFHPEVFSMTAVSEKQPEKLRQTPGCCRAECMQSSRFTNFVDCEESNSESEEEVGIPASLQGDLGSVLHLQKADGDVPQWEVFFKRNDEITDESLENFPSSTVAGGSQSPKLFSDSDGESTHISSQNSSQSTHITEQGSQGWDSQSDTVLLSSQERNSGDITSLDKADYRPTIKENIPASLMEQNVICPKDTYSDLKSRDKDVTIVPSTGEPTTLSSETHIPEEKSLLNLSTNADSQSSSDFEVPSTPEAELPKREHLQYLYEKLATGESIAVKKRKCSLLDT
* hit, by the source's call. Only part of the results is shown (hit frequency here may not be typical).

Structure | Artemis endo inh
Clc1ccc2[nH]c3c(NCCN4CCOCC4)ncnc3c2c1 | 2.8
C1CN(CC23CC4CC(CC(C4)C2)C3)CCO1 | -4.6
CCOc1ccccc1N1CC(C(=O)N2CCc3ccccc32)CC1=O (stereo not given) | -2.7
COC(=O)c1ccc(Cn2c(C)cc(C)[n+]2C)o1 | -9.0
O=C(COC(=O)c1cccc(S(=O)(=O)N2CCc3ccccc32)c1)NC1CCS(=O)(=O)C1 (stereo not given) | -1.0
O=C(Cc1ccc(Cl)cc1)NCCN1CCCC1 | -2.4
O=C(CSCc1ccc(Cl)cc1)NCc1ccc2c(c1)OCO2 | -4.0
O=C(NCc1cccs1)C1CCN(c2nccs2)CC1 | 1.5
CCOC(=O)c1sc(=S)n(CC)c1NC(=O)C1CC1 | -12.9
Cc1ccc(C2NC(=S)NC3=C2N2CCC3CC2)cc1 (stereo not given) | -3.1
N#CC1=C(O)C(c2ccccc2)n2c1nc(=O)c1ccccc12 (stereo not given) | -2.6
O=C(N1CCCCCC1)N1CCN(C(=O)N2CCCCC2)CC1 | -1.9
O=C(Nc1nnc(CCc2ccccc2)s1)c1cccs1 | -9.9
CCOC(=O)c1sc(NC(=O)COC(=O)c2ccco2)nc1C | -6.6
Brc1ccc(OCc2nc(-c3ccccn3)n[nH]2)cc1 | 0.1

Structure | Artemis endo inh
COC(=O)c1ccc(NC(=O)CN2CCN(S(=O)(=O)c3cc(Cl)ccc3OC)CC2)cc1 | -4.4
Cn1c(=O)c2c(nc(N3CCOCC3)n2C)n(C)c1=O | -8.6
N#CCCCSc1nnc(Cc2ccc3c(c2)OCO3)o1 | 1.5
c1ccc(COc2ccc(OCCCNC3CCCC3)cc2)cc1 | 2.6
Cc1ccc(S(=O)(=O)N(CC(=O)N2CCC(C(N)=O)CC2)c2cccc(C(F)(F)F)c2)cc1 | -10.4
CCCCNC(=O)c1cnc2n(c1=O)CCS2 | 2.2
COCCCNC(=O)c1c(N)n(-c2ccc3c(c2)OCO3)c2nc3ccccc3nc12 | 5.3
O=C(c1cn[nH]c1)c1cc(F)ccc1O | -1.5
COc1ccc(C2NC(=O)NC(C)=C2C(=O)Nc2cc(C)ccc2C)cc1OC (stereo not given) | 5.9
Cc1nn(Cc2ccc(Cl)c(Cl)c2)c(C)c1NC(=O)c1cn(-c2ccccc2)nc1-c1ccccc1 | 13.3
CCC(C)N1CCCC1C(=O)Nc1c(C)cc(C)cc1C (stereo not given) | -8.1
CCOC(=O)C(CCCOc1ccc(C)cc1)C(=O)OCC | -0.3
Cc1cc(=O)n2ncnc2n1COCCO | 2.3
COC(=O)CSc1nc2cc3c(cc2cc1C#N)OCO3 | 4.9
COC(=O)c1ccc(S(=O)(=O)NCc2cccc(OC)c2)n1C | 4.9

Structure | Artemis endo inh
Cc1ccc(C)c(NC(=O)C2(C)CC3c4ccccc4C2c2ccccc23)c1 (stereo not given) | 4.5
CCOC(=O)C1=C(C)NC(=O)NC1c1cccnc1 (stereo not given) | -0.5
CC(C)c1ccccc1-n1c(SCC(=O)N2CCN(c3ccccc3)CC2)nnc1-c1cccnc1 | 7.4
O=C(CSc1nnc(Nc2ccccc2F)s1)NCc1ccco1 | 15.4
CCn1c(NC)cc(=O)n(C)c1=O | 5.0
COc1cc(C(=O)Nc2cccc(-c3nc4cc(C)ccc4o3)c2C)cc(OC)c1OC | -2.1
CCOC(=O)/C(N)=C/c1ncc(C(F)(F)F)cc1Cl | 0.7
CCCS(=O)(=O)N1CCC(C(=O)N2CCN(Cc3ccccc3)CC2)CC1 | -4.5
CCOC(=O)/C(=C\Nc1ccccc1C(F)(F)F)Sc1ncc(C(F)(F)F)cc1Cl | -7.4
CC(C)(C)c1ccc(C(=O)Oc2ccc3c(c2)OCC3=O)cc1 | 2.6
O=C(O)CNS(=O)(=O)c1cc(Cl)c(Cl)cc1Cl | 7.6
CC(C)N=C(NC#N)SCC(=O)NC(C)(C)C | -2.7
COc1cccc(C(=O)N2CCN(Cc3ccccc3C(F)(F)F)CC2)c1 | -1.9
CCSc1nnc(NC(=O)Cc2ccc(OC)cc2)s1 | 3.9
COc1ccc(OC2OC3COC(C)(C)OC3C(O)C2NC(C)=O)cc1 (stereo not given) | -6.8

Structure | Artemis endo inh
CC1C(=O)CCC1(C(=O)O)c1ccccc1 (stereo not given) | -7.2
CCOC(=O)C1=C(CNCc2ccc(C)cc2)NC(=O)NC1c1ccc(OC)cc1 (stereo not given) | 0.3
Cc1ccccc1CN1CCN(CC(=O)NCc2ccco2)C1=O | 1.0
Clc1ccc(Sc2cc(Cl)c(-c3ccccc3)nn2)cc1 | 4.0
Cc1cc(NCCCN2CCOCC2)n2nc(C)c(-c3ccccc3)c2n1 | -12.7
COc1cc(-n2ccnc2SC)c(Cl)cc1Cl | 51.5*
COc1ccc(C(=O)N2CCC(O)(c3ccc(F)cc3)CC2)cc1OC | -7.9
CCOc1ccc(C(=O)OCCN(C)C)cc1 | 7.5
Cc1nc2ccccc2n1CC(O)Cn1c(C(F)(F)F)nc2ccccc21 (stereo not given) | -10.6
CCCC(CCC(=O)Nc1ccc(C(=O)OC)cc1)C(=O)O (stereo not given) | -10.7
CC(C)n1cc(NC(=O)c2cc(-c3ccccc3)on2)cn1 | 1.4
O=C(CSCc1ccco1)c1cccs1 | 10.8
COc1cccc(Nc2ncc(C(=O)O)c3ccccc23)c1 | -6.1
CCC(=O)n1nc(-c2ccco2)nc1N | -3.7
O=C(Nc1cccc(F)c1)C1CC(=O)N(c2ccc(Br)cc2)C1 (stereo not given) | -2.7

Structure | Artemis endo inh
Cc1ccc(NC(=O)N2CCCC2C(=O)Nc2ccc(-n3cnnn3)c(C)c2)cc1 (stereo not given) | -11.6
CCOC(=O)c1c(C)oc2c1c(C(c1cccnc1)N1CCOCC1)c(O)c1ccccc12 (stereo not given) | 8.6
C#CCn1cnc2c(cnn2-c2ccc(C)c(C)c2)c1=O | -2.2
Nc1nc(-c2ccc3c(c2)OCCO3)cs1 | -7.8
Cc1cccc(NC(=O)c2cc3c(n(-c4ccccc4)c2=O)CCCC3=O)n1 | 0.3
Clc1ccc(CN2CCCCCCC2)cc1Cl | -9.4
CCn1c(CC(=O)Nc2ccc(Cl)c(Cl)c2)nnc1SCc1ccc(Cl)cc1 | -5.7
COc1ccccc1NC(=O)Cn1cnc2c1c(=O)n(C)c(=O)n2C | -3.6
CCCCOC(=O)c1ccc(NC(=O)C(CCS(C)(=O)=O)NC(C)=O)cc1 (stereo not given) | -16.7
O=C(Nc1nccs1)C12CC3CC(C1)CC(C(=O)Nc1nccs1)(C3)C2 | -4.7
Cc1ccc(-c2nnc(-c3cccc(Br)c3)o2)cc1 | 2.8
O=C(c1ccco1)N(Cc1nc2ccccc2c(=O)[nH]1)C1CCCC1 | 3.5
COCCNC(=O)CCCn1c(=O)c2ccccc2n(CC(=O)NCCC2=CCCCC2)c1=O | -3.8
COC(=O)NCC(c1cccnc1)N1CCN(c2ccccc2OC)CC1 (stereo not given) | 3.2
COc1cccc2cc(C(=O)N3CCCCC3C)c(=O)oc12 (stereo not given) | 0.9

Structure | Artemis endo inh
CCCCc1c(C)nc(N)[nH]c1=O | -6.3
O/N=C(\c1ccc2c(c1)OCCO2)C1CCCCC1 | -1.7
CCOC(=O)c1cnn2c(C)cc(-c3ccc(F)cc3)nc12 | 6.2
Cn1c(=S)n(/N=C/c2ccc3c(c2)OCO3)c2ccccc21 | 13.4
CC(=O)Nc1ccc(C(=O)c2ccccc2)cc1 | -6.0
Cc1ccc(N2C(=O)CC(N(CCc3ccccc3)C(=S)Nc3ccc(N(C)C)cc3)C2=O)cc1 (stereo not given) | 3.9
O=C(CCCN1C(=O)c2cccnc2C1=O)N1CC(=O)N(CCc2ccccc2)C(=O)C1 | 1.4
Cc1ccc(NC(=O)CN(C)C(=O)CSc2nncn2C)cc1 | 7.6
N#CCCN1CCN(C(=S)c2ccc(-c3ccc(Cl)c(Cl)c3)o2)CC1 | 1.6
Cc1cc(NC(=O)CCC(=O)N(c2ccccc2)C(C(=O)NC2CCCC2)c2ccccc2)no1 (stereo not given) | -3.8
COc1cccc(COc2ccccc2C2Nc3ccc(Br)cc3C(=O)N2NC(=O)c2ccncc2)c1 (stereo not given) | 9.1
CCCOC(=O)C(C)n1cnc2sc(C)c(C)c2c1=O (stereo not given) | -5.5
Cc1ccc(-c2nc3cc(NC(=O)C(C)C)ccc3o2)cc1 | -8.6
O=C(O)CCc1nc(-c2ccccc2Cl)no1 | -0.5
O=C(Cn1nnc(-c2ccccc2)n1)OC1CCOC1=O (stereo not given) | -4.8

A few values from above:
For Artemis endo inh, CCOC(=O)c1cnn2c(C)cc(-c3ccc(F)cc3)nc12 is listed with 6.2
For Artemis endo inh, CCCCc1c(C)nc(N)[nH]c1=O is listed with -6.3

Carrying on.
Structure | Artemis endo inh
COc1ccc2c(C)cc(SCC(=O)Nc3c(C)n(C)n(-c4ccccc4)c3=O)nc2c1 | 7.9
O=C(Nc1cnn(Cc2ccc(Cl)cc2)c1)c1ccc([N+](=O)[O-])cc1 | 3.0
Cc1cc(=O)n(C)c(=O)n1CC(=O)N1CCCCCC1 | -0.4
Cc1nc(-c2ccccc2)sc1-c1nc(-c2ccccc2)ncc1S(=O)(=O)c1ccccc1 | 9.7
Cn1c(CNc2ccccc2)nc2ccccc21 | 5.5
CCCCCn1c(-c2ccco2)nc2nc3ccccc3nc21 | 3.7
Cc1cccc(-c2nc3c(c(SCC(N)=O)n2)CCCC3)c1 | -4.6
Cc1[nH]c2c(C)cccc2c(=O)c1Br | -4.6
Brc1cccc(-c2nnc(-c3ccccc3)o2)c1 | 10.1
CN1CCN(NC(=O)c2ccc(Cl)c([N+](=O)[O-])c2)CC1 | -7.1
N#CC1=C(N)NC(SCc2ccc(Cl)cc2)=C(C#N)C12CCCCC2 | -6.4
CC(NC(=O)c1ccc(CS(=O)(=O)Cc2ccccc2F)o1)c1ccc2c(c1)OCCO2 (stereo not given) | 1.2
CCn1c(=O)c(C(=O)Nn2c(C)nc3ccccc3c2=O)c(O)c2ccccc21 | 11.9
Cc1ccc(-c2nnc(C)c(N3CC(C)OC(C)C3)n2)cc1 (stereo not given) | 3.9
Clc1ccc(-c2csc(N3CCN(c4ccccc4)CC3)n2)cc1 | -9.7

Structure | Artemis endo inh
CC1CCN(c2c([N+](=O)[O-])c(=O)n(-c3ccccc3)c3ccccc23)CC1 | 3.8
CN1CCN(c2nc(N3CCN(CCO)CC3)nc3ccccc23)CC1 | 1.5
Nc1n[nH]c2c1C1(CCCC1)Cc1ccccc1-2 | -5.3
CC1CCCN(C(=O)COC(=O)c2n[nH]c3ccccc23)C1 (stereo not given) | 4.2
COc1ncnc(OC)c1NC(=O)c1ccc(F)cc1 | -0.8
C=CCN1C(=O)C(Cc2ccc(OCC)cc2)S/C1=N\N=C\c1cccs1 (stereo not given) | -0.7
CC(C)NC(=O)NC(=O)COC(=O)c1ccc(NC(=O)CC#N)cc1 | 0.4
CC(=O)c1ccc(NC(=O)N[C@@H](CC(C)C)C(=O)O)cc1 | -3.3
COC(=O)c1sc2ccccc2c1-n1cccc1C(=O)C(=O)Nc1ccccc1 | -3.4
Cc1ccc(/C=C/C(=O)O)cc1S(=O)(=O)N(CCO)CCO | 2.0
O=C(c1cc2ccccc2oc1=O)N1CCN(c2ccccn2)CC1 | 6.6
Cc1ccc(N(CC(=O)NCc2ccncc2)S(C)(=O)=O)cc1 | -6.8
Cc1ccc(NS(=O)(=O)c2cccc(C(=O)N3CCOCC3)c2)cc1 | -6.4
Cc1cc(C)cc(NC(=S)NCCc2c[nH]c3ccccc23)c1 | 8.0
C=CCSc1nnc2n(CCc3ccccc3)c(=O)c3c4c(sc3n12)COC(C)(C)C4 | 9.8

Structure | Artemis endo inh
N#C/C(=C/c1ccc(N2CCOCC2)o1)c1ccc(Br)cc1 | -6.0
NC(=O)C1(N2CCCCC2)CCN(C(=O)CSc2nc3ccccc3s2)CC1 | 3.2
COc1ccccc1-c1noc(-c2ccccc2)n1 | 3.7
CC(=O)Nc1ccc2ccc3cccc4ccc1c2c34 | 5.8
CCOC(=O)Cn1cc([N+](=O)[O-])c(OC)n1 | -4.8
CCN(CC)S(=O)(=O)c1ccc(/C(O)=C2/C(=O)C(=O)N(CCOC)C2c2ccccc2)cc1 (stereo not given) | -1.3
COc1cccc(C(=O)Cn2c(=N)n(C)c3ccccc32)c1 | -5.0
CC(=O)Nc1ccc(NC(=O)C2CC(=O)N(c3cccc(C)c3C)C2)cc1 (stereo not given) | 1.4
Cc1n[nH]c(=O)nc1NC1CCCCC1 | -0.4
Nc1cc2c([N+](=O)[O-])cccc2o1 | 4.1
CCCc1c(C)c2cccc(C)c2[nH]c1=O | 17.1
CCn1cc(/C=N/NS(=O)(=O)c2ccc(OC)cc2)c(C)n1 | -4.7
CCN(C(=O)c1cc(Cl)ccc1OC)c1ccccc1C | -2.7
COCCCn1[nH]c2c3c(ccc2c1=O)C(=O)c1ccccc1C3=O | 18.3
CC(=O)c1cccc(NC(=O)C2C3C=CC(C4CC34)C2C(=O)O)c1 (stereo not given) | -10.7

Quoted from the entries so far, three compounds:
Structure | Artemis endo inh
Clc1ccc2[nH]c3c(NCCN4CCOCC4)ncnc3c2c1 | 2.8
C1CN(CC23CC4CC(CC(C4)C2)C3)CCO1 | -4.6
CCOc1ccccc1N1CC(C(=O)N2CCc3ccccc32)CC1=O (stereo not given) | -2.7

(list continues)
Structure | Artemis endo inh
O=C(NCc1ccco1)c1ccc(NC(=O)C2COc3ccccc3O2)cc1 (stereo not given) | 0.6
COc1cc(CC(=O)OCC(=O)Nc2ncc(Cl)cc2Cl)cc(OC)c1OC | -1.2
CC1CCCN(Cc2nc3c(c(=O)n(C)c(=O)n3C)n2CCc2ccccc2)C1 (stereo not given) | -0.8
c1ccc(CCn2nnnc2CN2CCN(C3CCCC3)CC2)cc1 | 4.7
O=C(NCCc1ccc(O)cc1)c1ccc(Cl)cc1 | -8.1
O=c1c2ccccc2nc(-c2ccc(Cl)cc2Cl)n1CCCn1ccnc1 | 0.9

Screens from PubChem.
